Source: PubChem
PREPL inh: inhibitors of human prolyl oligopeptidase-like enzyme PREPL. Q4J6C6. recombinant PREPL, fluorescence polarization activity-based probe. inhibition, % at 5.96 µM. 320,000 tested, 0.68% active; in the data active means inhibition above about 43%;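 further: 0% = enzyme with DMSO and 100% = wells lacking enzyme; many of its hits are not listed in these tables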
Target sequence (Q4J6C6 whole entry, looked up): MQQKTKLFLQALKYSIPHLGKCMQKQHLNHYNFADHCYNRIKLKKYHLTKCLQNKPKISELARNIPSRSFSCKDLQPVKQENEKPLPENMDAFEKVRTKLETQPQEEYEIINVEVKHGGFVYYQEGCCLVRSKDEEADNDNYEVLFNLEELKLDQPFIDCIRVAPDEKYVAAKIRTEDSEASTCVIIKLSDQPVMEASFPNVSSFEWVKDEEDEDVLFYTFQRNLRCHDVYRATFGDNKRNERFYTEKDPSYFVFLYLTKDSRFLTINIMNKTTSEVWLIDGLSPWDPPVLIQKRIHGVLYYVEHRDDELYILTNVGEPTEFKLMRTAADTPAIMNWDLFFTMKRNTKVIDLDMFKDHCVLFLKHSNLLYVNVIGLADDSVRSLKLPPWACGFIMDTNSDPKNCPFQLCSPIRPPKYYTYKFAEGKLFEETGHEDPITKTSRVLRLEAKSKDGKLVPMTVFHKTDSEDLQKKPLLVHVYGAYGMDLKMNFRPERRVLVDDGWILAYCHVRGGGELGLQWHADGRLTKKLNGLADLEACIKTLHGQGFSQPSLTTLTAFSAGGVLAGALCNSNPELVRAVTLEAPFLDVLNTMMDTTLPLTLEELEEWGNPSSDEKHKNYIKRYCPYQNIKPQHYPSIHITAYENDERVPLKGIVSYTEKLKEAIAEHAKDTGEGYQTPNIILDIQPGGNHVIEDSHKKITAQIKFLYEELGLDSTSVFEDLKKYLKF
ZTA counter: ZTA (EBV) inhibition in EBNA-1 counter-screen | inhibition, % at 11 µM | AID 2234 | ZTA-DNA binding, fluorescence polarization | P03206 | 320,000 tested, 0.15% active; in the data active means inhibition above about 33%
PAFAH1B2 FP inh: blocks human PAF acetylhydrolase 1b catalytic subunit 2; recombinant PAFAH1B2, FP-rhodamine activity probe, fluorescence polarization; inhibition, % at 3.39 µM; 340,000 tested, 1.2% active; AID 492953;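 active means inhibition above the mean of all tested compounds plus 3 SD, cut at about 24% in these data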;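 further: 0% = enzyme with DMSO and 100% = wells lacking PAFAH1B2; many of its hits are not listed in these tables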
Target sequence (P68402 whole entry, looked up): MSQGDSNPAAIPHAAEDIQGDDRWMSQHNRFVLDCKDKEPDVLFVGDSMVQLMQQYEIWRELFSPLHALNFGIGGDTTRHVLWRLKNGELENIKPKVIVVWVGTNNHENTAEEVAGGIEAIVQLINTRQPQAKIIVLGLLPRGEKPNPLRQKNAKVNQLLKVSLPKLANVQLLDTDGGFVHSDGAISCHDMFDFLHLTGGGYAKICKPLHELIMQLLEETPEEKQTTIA
pPAFAH FP inh: inhibitors of human plasma PAF acetylhydrolase (pPAFAH). recombinant pPAFAH, FP-rhodamine probe fluorescence polarization. Q13093. AID 463082. inhibition, % at 3.39 µM. 330,000 tested, 1.5% active;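 active means inhibition above the mean inhibition across the screen plus 3 SD, cut at about 25% in these data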;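 further: inhibitors block binding of the rhodamine activity-based probe so polarization drops; 0% = enzyme with DMSO and 100% = wells lacking pPAFAH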
EBNA-1 inhibitor: blocks EBNA-1 binding to DNA. EBNA-1 DNA binding, fluorescence polarization. inhibition, % at 14.8 µM. 300,000 tested, 0.34% active. AID 1950; in the data active means inhibition above about 28%
PAFAH2 FP inh: inhibitors of human PAFAH2. inhibition, % at 3.39 µM. Q99487. recombinant PAFAH2, FP-rhodamine activity probe, fluorescence polarization. 340,000 tested, 0.99% active;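 active means inhibition above the mean over all tested compounds plus 3 SD, cut at about 30% in these data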;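 further: inhibitors block probe labeling of enzyme so polarization drops; 0% = enzyme with DMSO and 100% = wells lacking PAFAH2 protein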
LYPLA1 counter: blocks human lysophospholipase 1, a PME1 counter-screen | O75608 | recombinant LYPLA1, FP-Rh probe fluorescence polarization | inhibition, % at 5.9 µM | 320,000 tested, 0.16% active;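 active means inhibition above the mean of all tested compounds plus 3 SD, set per campaign, cut at about 14% in these data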;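 further: inhibitors block serine hydrolase probe labeling of LYPLA1 so polarization falls; 0% = enzyme with DMSO and 100% = wells lacking LYPLA1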
LYPLA2 inh: LYPLA2 (human) inhibition in PME1 counter-screen | recombinant LYPLA2, FP-Rh probe fluorescence polarization | AID 2177 | 320,000 tested, 0.38% active | inhibition, % at 5.9 µM | O95372;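 active means inhibition above the screen-wide mean plus 3 SD, limit set per campaign, cut at about 26% in these data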;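 further: 0% = LYPLA2 with DMSO and 100% = wells lacking LYPLA2 enzyme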
PAFAH1B3 inh: inhibitors of human PAFAH1B3; Q15102; 340,000 tested, 0.28% active; recombinant PAFAH1B3, FP-rhodamine probe, fluorescence polarization; inhibition, % at 3.39 µM;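 active means inhibition above the screen-wide average of all tested compounds plus 3 SD, cut at about 25% in these data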;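 further: 0% = enzyme with DMSO only and 100% = wells lacking PAFAH1B3 protein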
* = called active by the depositor; / = not tested or not shown; & = joins results of further samples. This is a subset; count on the stated rates, not on these rows.

Molecule	PREPL inh	ZTA counter	PAFAH1B2 FP inh	pPAFAH FP inh	EBNA-1 inhibitor	PAFAH2 FP inh	LYPLA1 counter	LYPLA2 inh	PAFAH1B3 inh
COC(=O)c1cc(S(=O)(=O)N2CCN(c3ccccc3F)CC2)c[nH]1	-23	-4	2	5	-7	-1	-1	-5	2
CCOC(=O)C1CCN(C(=O)COc2ccc(N(C)S(=O)(=O)c3ccc(C)cc3)cc2)CC1	-1	12	6	1	1	-5	1	-2	14
Oc1cccc(/C=N/N(Cc2ccccc2)c2ccccc2)c1	15	-7	4	4	-3	-1	-5	4	8
Cc1ccc(N=CC2=C(O)CC(c3cccc(Cl)c3)CC2=O)cc1 (configuration not stated)	7	1	3	1	8	1	4	12	11
Cc1ccc(C2/C(=C(/O)c3ccc4c(c3)CC(C)O4)C(=O)C(=O)N2CCCn2ccnc2)cc1 (configuration not stated)	1	4	6	-1	2	8	0	-4	7
CC(C)(C)c1cc[n+](-c2[nH]c(=O)sc2/C=N/N=C(\[O-])c2ccccc2)cc1	3	0	7	8	13	1	2	7	3
O=C1c2ccccc2C(=O)N1CCCc1nc(-c2ccncc2)no1	5	17	1	6	11	5	-3	2	6
Cc1sc2c3ccsc3ccc2[n+]1C	5	4	7	1	4	16	-1	-2	8
COc1ccc(-c2cc(COc3ccccc3)on2)cc1	11	-17	3	2	-1	1	-3	-1	4
CSc1ccccc1C(=O)Nc1cccc(C(C)O)c1 (configuration not stated)	12	1	0	-6	-11	6	-3	-4	1
CC(C)(C)n1nnnc1C(c1ccccc1F)N1CCN(C(=O)c2ccco2)CC1 (configuration not stated)	-1	-12	2	2	-5	-14	-3	1	-6
CCOC(=O)[C@@H]1[C@H]2COc3ccccc3[C@@H]2N2C(=O)N(c3ccc(OC)cc3)C(=O)[C@@]12C	-79	-2	4	6	-10	0	5	8	10
O=C(Nc1ccc(Nc2ccccc2)cc1)Nc1ccccc1Cl	23	9	5	10	-1	9	-17	-1	15
CCCCNC(=S)NNC(=O)c1cc(-c2cccnc2)nc2ccccc12	2	10	-2	16	8	0	-1	6	10
CN1CCc2c(sc3c2C(=O)NC(c2cn(Cc4ccccc4)c4ccccc24)N3)C1 (configuration not stated)	55*	0	-5	8	8	6	-6	-12	9
CCN(CC)c1ccc(C=Nc2ccc(C#N)cc2)c(O)c1	-5	-15	6	3	-16	-5	2	8	0
CCN(CC)C(=O)[C@]1(c2ccccc2)C[C@@H]1CN	-11	-1	/	-3	3	/	3	7	/
COc1cc(/C=C2\SC(=S)N(CCC(=O)Nc3ccccn3)C2=O)cc(OC)c1OC	6	-9	3	0	-8	8	0	2	1
CCN(CC)C(CNC(=O)CSc1nnnn1-c1ccc(C)c(C)c1)c1ccco1 (configuration not stated)	5	-6	0	1	/	-2	-2	0	-1
COCC(C)n1c(C)cc(C(=O)CSc2ncccn2)c1C (configuration not stated)	-7	-14	5	7	-3	8	0	-1	7
CCC(=O)c1ccc(OCC(=O)N2CCN(c3ncccn3)CC2)cc1	-4	-14	3	6	-14	0	0	2	5
CCOC(=O)c1nnc(-c2ccccc2)nc1Sc1ccccc1Cl	-2	19	4	0	2	17	-2	2	6
CCCN(C(=O)CSc1nnnn1C)C1CCS(=O)(=O)C1 (configuration not stated)	-3	-14	4	5	0	1	2	3	3
Cc1ccc(N2CCN(C(=S)Nc3ccccc3C)CC2)cc1	1	16	3	4	14	1	0	-1	10
CSc1nc(Oc2ccc3ccccc3c2)c2ccccc2n1	10	-11	3	0	-13	-8	-6	-5	-15
Cc1ccc(C)c(OCCCC(=O)N2CCOCC2)c1	-1	-6	1	1	-2	9	-3	-1	3
CCOc1ccccc1C(=O)NC(C(=O)NCCc1ccccn1)C(C)C (configuration not stated)	8	/	0	1	/	1	/	/	5
CCOC(=O)C1=C(C)NC(SCC(=O)OC)=C(C#N)C1c1ccc(C(=O)OC)cc1 (configuration not stated)	2	16	5&2	5	-1	1&-4	-1	2	2&5
CCCCNc1ccc2oc(-c3ccc(OC)cc3)c(-c3ccc(OC)c(F)c3)c2c1	6	/	-3	7	/	1	/	/	14
COc1ccccc1OCCNC(=O)c1ccc2c(c1)OCCO2	-8	-1	6	19	-4	-2	3	3	8
COc1ccc(NC(=O)c2sc3nc(Cc4ccccc4)cc(C(F)(F)F)c3c2N)cc1OC	13	11	-4	4	3	-2	-6	-5	16
COC(=O)c1cc(NC(=O)Cn2c(=O)cnc3ccccc32)cc(C(=O)OC)c1	-9	8	-6	2	11	10	2	-1	2
O=C(Nc1ccccn1)c1cc(-c2cccnc2)nc2ccc(Br)cc12	2	2	4	1	6	0	-3	-2	-5
CCC(CC)C(=O)N1CC(=O)Nc2ccc(Br)cc2C1c1ccccc1 (configuration not stated)	21	-3	-2	-2	0	-1	-3	0	-2
CN(c1ccc(F)cc1)S(=O)(=O)c1ccc(Cl)c(C(=O)Nc2ccc3c(c2)CCC3)c1	-5	3	-4	8	3	-12	-9	-14	-11
Cc1cc(=O)[nH]c(SCc2nc3ccccc3s2)n1	-6	-9	-1	1	-1	-7	-1	3	2
COc1cc(C2C(C#N)=C(N)Oc3c2oc(CO)cc3=O)cc(OC)c1OC (configuration not stated)	5	4	4	2	0	-6	3	6	4
Cc1ccc2[nH]c(=O)c(CN(C(=O)c3cccs3)c3ccccc3)cc2c1	-10	4	4	-1	-3	-1	1	-6	5
CC(C)n1nc(C(=O)NC2CCCCCC2)c2ccccc2c1=O	11	-17	-6	0	/	11	2	4	3
Cc1ccc(Cn2c(=N)c(C#N)cc3c(=O)n4cccc(C)c4nc32)cc1	4	10	/	-6	-7	/	-1	-3	/
CCOc1ccc(C(C)NC(=O)CN2C(=O)NC3(CCCCC3)C2=O)cc1OCC (configuration not stated)	0	0	-5	-1	/	2	4	3	-2
O=C(C[n+]1ccc(C(=O)N/N=C/c2ccc(Br)cc2)cc1)c1ccccc1	36	-12	8	7	6	-3	-4	-4	5
C#CCOCCOCCOCCNc1nc(N2CCN(C(=O)CCCCCCCCCCNC(=O)[C@H](CO)n3cc(CCCSC)nn3)CC2)nc(N2CCN(C(=O)CCCCCCCCCCNC(=O)[C@H](CCCCN)n3cc(C[C@@H](C)CC)nn3)CC2)n1	29	11	/	1	0	/	-12	-18	/
CC(=O)c1c(C)oc2ccc(NS(=O)(=O)c3ccc(F)cc3C)cc12	-24	13	1	0	4	1	3	5	2
COc1ccc(Br)cc1/C=C/C(=O)NCC(=O)O	3	13	1	-4	-4	-3	1	-9	4
Cc1nc(C)c(C(=O)C2=C(O)C(=O)N(CCN(C)C)C2c2cccs2)s1 (configuration not stated)	-2	17	5	2	1	-2	-3	-6	8
S=C(NCc1cccnc1)Nc1ccc(Cl)cc1	-1	9	8	4	1	13	-5	-3	6
CC(C)(C)c1cc(C(=O)NNc2ccc(OC(F)(F)F)cc2)n(Cc2ccccc2)n1	13	7	-8	-7	-8	-1	-1	-5	0
O=C(Cc1ccc(S(=O)(=O)N2CCOCC2)s1)Nc1ccc(N2CCOCC2)cc1	4	-4	11	1	-5	7	-1	-3	10
Cc1ccc(CCNC(=O)NC(C)(C)C)cc1	-13	4	19	6	0	0	1	1	-1
COCCn1nnnc1C(c1cc2ccc(C)cc2[nH]c1=O)N(Cc1ccco1)Cc1cccs1 (configuration not stated)	-3	3	4	-3	-1	2	-6	-6	-2
Cc1nnc(N2CCOCC2)c2ccccc12	1	-3	-3	-5	-9	-11	-5	-6	2
NC(=O)c1ccc(N2CCCCCC2)c([N+](=O)[O-])c1	5	2	6	4	-2	4	-3	3	3
Cc1cc(CN2CCCC(C(=O)Nc3ccc(-c4nc5ccccc5[nH]4)cc3)C2)n[nH]1 (configuration not stated)	-12	1	2	1	13	3	-4	2	11
CCOc1ccc(Cn2nnc(C(=O)NCCc3ccccc3)c2N)cc1	-6	-3	3	-2	10	-5	2	10	7
O=C(CSc1nc2ccccc2n1CC(=O)N1CCCC1)NCc1ccc2c(c1)OCO2	1	-35	1	5	-2	8	0	-2	3
CCCCNC(=O)/C(=C/c1ccccc1)NC(C)=O	28	-11	0	-2	9	-11	2	1	-4
CN(C(=O)CSc1nc2ccccc2c(=O)n1-c1ccc(F)cc1F)C1CCS(=O)(=O)C1 (configuration not stated)	9	/	4	2	/	4	/	/	13
CCN(C(=O)CSc1nnc2ccccn12)c1c(N)n(Cc2ccccc2)c(=O)[nH]c1=O	5	12	1	-9	-1	-6	-1	-4	2
O=C1OCc2nc3cc4c(cc3c(-c3ccc(F)cc3)c21)OCO4	-3	-11	5	1	-13	3	4	7	3

Other compounds follow:
Molecule	PREPL inh	ZTA counter	PAFAH1B2 FP inh	pPAFAH FP inh	EBNA-1 inhibitor	PAFAH2 FP inh	LYPLA1 counter	LYPLA2 inh	PAFAH1B3 inh
COC(=O)CCCCCCCCC(O)CN(C)C (configuration not stated)	10	8	-2	-1	3	-3	0	-3	-1
O=C(COC(=O)c1ccccc1SCC(=O)NC1CCS(=O)(=O)C1)NC1CCS(=O)(=O)C1 (configuration not stated)	5	-1	0	1	-18	-5	3	4	-1
CCN1CCN(C(c2ccccc2)c2sc3nc(C)nn3c2O)CC1 (configuration not stated)	-3	9	2	4	0	-4	1	-3	-5
Nn1c(=S)[nH]nc(Cc2ccc(O)cc2)c1=O	-5	-13	1	3	-6	-5	1	3	6
CCOC(=O)c1c(-c2ccc(C)cc2)csc1NC(=O)C1CCCO1 (configuration not stated)	9	-13	4	14	1	-5	-3	-4	-5
O=C(NC1CCCCC1)c1cc(Cl)ccc1[N+](=O)[O-]	9	4	2	6	7	1	0	1	9
Cc1cccc(NC(=O)CNC(=O)COC(=O)c2ccco2)c1C	9	-28	7	3	/	9	1	4	-6
COc1ccc(CN(C(=O)c2cccs2)c2ccccc2C(=O)O)cc1	10	11	5	4	-9	-2	1	6	7
Cn1c(COc2ccccc2Br)nc2ccccc21	-7	-11	-2	10	2	3	-2	-3	2
COc1cc(OC)cc(C(=O)Nc2nc(-c3ccccc3)c(-c3ccccc3)o2)c1	5	-23	2	4	-13	-5	-13	-12	12
CN(CC1CCCO1)S(=O)(=O)c1ccc(C(=O)Nc2ccccc2F)cc1 (configuration not stated)	-2	14	-1	4	9	0	-4	-2	15
Cc1ccc(CSc2nc3ccncc3[nH]2)cc1	2	5	9	4	11	-2	0	4	11
Cc1ccc(S(=O)(=O)N2CCCCC2)cc1NC(=O)CCN1C(=O)C2CC=CCC2C1=O (configuration not stated)	23	18	0	-2	/	-5	1	3	4
COc1ccc(S(N)(=O)=O)cc1C(=O)NCC1(N2CCCCC2)CCCCC1	-10	-8	-1	-1	-1	-4	-1	-1	4
CC(SC(=S)N1CCCC1)C(=O)O (configuration not stated)	4	-7	/	6	-8	/	-3	-1	/

Full records, quoted from the list. Screens in order: PREPL inh | ZTA counter | PAFAH1B2 FP inh | pPAFAH FP inh | EBNA-1 inhibitor | PAFAH2 FP inh | LYPLA1 counter | LYPLA2 inh | PAFAH1B3 inh
Shown for Cc1ccc(S(=O)(=O)N2CCCCC2)cc1NC(=O)CCN1C(=O)C2CC=CCC2C1=O (configuration not stated) = 23 | 18 | 0 | -2 | / | -5 | 1 | 3 | 4
Shown for Nn1c(=S)[nH]nc(Cc2ccc(O)cc2)c1=O = -5 | -13 | 1 | 3 | -6 | -5 | 1 | 3 | 6
Shown for CCOC(=O)c1c(-c2ccc(C)cc2)csc1NC(=O)C1CCCO1 (configuration not stated) = 9 | -13 | 4 | 14 | 1 | -5 | -3 | -4 | -5
